C diff growth: blocks growth of Clostridium difficile. Clostridium difficile clinical isolate growth, OD600, 24 h; active compounds read low. growth activity, negative = inhibition, % at 16 µg/mL (by protocol). hit rate 0.25% among 86,000;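 active = mean growth activity at or below -80% and every replicate also at or below -80%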;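 also: 0% = DMSO wells and -100% = levofloxacin 16 µg/mL wells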
Pf Dd2 inh: blocks growth of Plasmodium falciparum Dd2 parasites; activity change, % at 10 µM; hit rate 2.3% among 94,000; P. falciparum Dd2 growth, SYBR Green, 72 h; active compounds read low; AID 1159554; in the data active = activity change below about -80%
KDM4C inh: inhibitors of human demethylase GASC-1 KDM4C; inhibition, % at 12.5 µM; Q9H3R0; hit rate 0.15% among 96,000; GST-KDM4C 2-372, H3K9me3 peptide, LANCE TR-FRET; AID 720574;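 active = mean replicate inhibition above about 25%, with at least 55% of replicates also reaching it, limit read from the data, passing the limit was not always enough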
Target sequence (Q9H3R0 2-372 limits assumed): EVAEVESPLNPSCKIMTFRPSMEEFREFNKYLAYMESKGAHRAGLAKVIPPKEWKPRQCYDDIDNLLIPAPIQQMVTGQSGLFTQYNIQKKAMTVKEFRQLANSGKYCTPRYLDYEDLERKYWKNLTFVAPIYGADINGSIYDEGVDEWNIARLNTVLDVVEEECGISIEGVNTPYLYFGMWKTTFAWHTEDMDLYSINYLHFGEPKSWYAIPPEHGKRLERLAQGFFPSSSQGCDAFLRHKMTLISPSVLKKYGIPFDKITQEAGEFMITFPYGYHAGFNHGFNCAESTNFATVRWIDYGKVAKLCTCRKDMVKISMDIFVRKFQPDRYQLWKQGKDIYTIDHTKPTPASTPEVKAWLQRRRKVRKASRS
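Compound: one test concentration per compound; Material: GST-GASC-1 enzyme fragment 2-372; Amount: GASC-1 enzyme at 10 nM final in reaction; Also added: H3K9me3 peptide substrate, Fe(II), 2-oxoglutarate; Technique: LANCE TR-FRET; Times: 30 min demethylation and 1 h detection at room temperature.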
T cruzi growth: T. cruzi proliferation inhibition; T. cruzi beta-gal in NIH3T3, GalScreen luminescence, 90 h; inhibition, % at 8.34 µM; hit rate 5.9% among 77,000; AID 624255;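 active = mean inhibition above about 93%, with at least 55% of replicates each passing it, limit read from the data, passing the limit was not always enough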
* hit, by the source's call; x = no result given; & = joins results of further samples.

#	SMILES	KDM4C inh	C diff growth	T cruzi growth	Pf Dd2 inh
1	O=C(N[C@@H]1CC[C@H](CCNS(=O)(=O)c2ccc(Cl)cc2)O[C@H]1CO)c1cccnc1	0.1	3	-10	6
2	O=C(CCN1CCCCC1)N[C@@H]1CC[C@H](CCn2cc(-c3ccc(F)cc3)nn2)O[C@@H]1CO	-0.9	-2	6	3
3	O=C(C[C@H]1CC[C@@H]2[C@H](COC[C@H](O)CN2CCc2ccccc2)O1)NCc1ccccc1	0.1	-1&-3	23	10
4	O=C(C[C@@H]1CC[C@@H]2NC[C@H](O)COC[C@H]2O1)Nc1ccccc1	2.1	x	-12	-4
5	C[C@H]1CN([C@@H](C)CO)C(=O)Cc2cc(NC(=O)CCC(F)(F)F)ccc2O[C@@H]1CN(C)C(=O)Nc1ccc(C(F)(F)F)cc1	0.1	-11	-11	-3
6	COc1cccc(-c2ccc3c(c2)[C@H]2[C@H](CCN2C(=O)C2CCCC2)[C@@H](CO)N3)c1	2.0	3	x	-83*
7	N#C[C@@H]1N[C@@H](CO)[C@@H]1c1ccc(C#Cc2ccc(F)cc2)cc1	-1.5	-9	103*	7
8	O=C(C1CC1)N1CCCCN2[C@H](C1)[C@@H](c1ccc(C#CC3CC3)cc1)[C@@H]2CO	x	-4	90	-15
9	O=C(C[C@H]1CC[C@@H]2[C@H](COC[C@H](O)CN2S(=O)(=O)c2ccccc2)O1)NCCN1CCCC1	-1.9	0	x	18
10	O=C(NCCN1CCCC1)[C@H]1[C@H](CO)[C@H]2Cn3c(cccc3=O)[C@@H]1N2C(=O)c1ccccc1	0.5	-6	96*	x
11	O=C(c1cnccn1)N1CC(=O)N2[C@H](C1)[C@H](c1ccc(C#CC3CCCCC3)cc1)[C@@H]2CO	1.5	-7	x	-1
12	CO[C@H]1CN(C)C(=O)c2cc(NC(=O)Cc3ccccc3)ccc2OC[C@@H](C)N(C(=O)c2ccccc2F)C[C@@H]1C	-0.4	x	58	-25
13	C[C@@H]1CN([C@@H](C)CO)S(=O)(=O)c2ccc(-c3cccc(F)c3)cc2O[C@@H]1CN(C)CC1CC1	1.5	-5	-31	-60
14	CNC[C@@H]1Oc2c(NC(=O)Nc3c(C)noc3C)cccc2C(=O)N([C@@H](C)CO)C[C@H]1C	-1.7	-2	-10	17
15	O=C(C[C@H]1C[C@@H]2c3cc(NC(=O)c4ccc5c(c4)OCO5)ccc3O[C@@H]2[C@H](CO)O1)NCC(F)(F)F	0.5	2	-39	30
16	C[C@@H]1CN([C@H](C)CO)C(=O)c2cc(C#C[C@@H](C)O)cnc2O[C@@H]1CN(C)Cc1cncnc1	-0.2	3	-28	23
17	CC(=O)N1[C@H](CNC(=O)C2CC2)[C@@H](c2ccc(-c3ccc(F)cc3)cc2)[C@@H]1CO	-0.9	2	38	-10
18	COc1ccccc1-c1cn(CC[C@H]2CC[C@H](NC(=O)C3CCC3)[C@H](CO)O2)nn1	-3.4	-2	x	10
19	COc1ccc(CNC(=O)C[C@H]2CC[C@@H](NC(=O)CN(C)C)[C@H](CO)O2)cc1	6.8	x	10	14
20	COc1ccc(NC(=O)N(C)C[C@@H]2Oc3ccc(NC(=O)CCCN(C)C)cc3C(=O)N([C@H](C)CO)C[C@H]2C)cc1	0.5	-1	x	5

Some of these compounds in order of the KDM4C inh value, high to low:
nr	structure	KDM4C inh	C diff growth	Pf Dd2 inh
13	C[C@@H]1CN([C@@H](C)CO)S(=O)(=O)c2ccc(-c3cccc(F)c3)cc2O[C@@H]1CN(C)CC1CC1	1.5	-5	-60
14	CNC[C@@H]1Oc2c(NC(=O)Nc3c(C)noc3C)cccc2C(=O)N([C@@H](C)CO)C[C@H]1C	-1.7	-2	17
9	O=C(C[C@H]1CC[C@@H]2[C@H](COC[C@H](O)CN2S(=O)(=O)c2ccccc2)O1)NCCN1CCCC1	-1.9	0	18
18	COc1ccccc1-c1cn(CC[C@H]2CC[C@H](NC(=O)C3CCC3)[C@H](CO)O2)nn1	-3.4	-2	10

(listing goes on)
#	SMILES	KDM4C inh	C diff growth	T cruzi growth	Pf Dd2 inh
21	O=C(NCC[C@@H]1CC[C@@H](NS(=O)(=O)c2ccc(F)cc2)[C@@H](CO)O1)Nc1ccc(Cl)cc1	-0.8	x	-26	-3
22	C[C@@H]1CN([C@H](C)CO)C(=O)c2cc(NC(=O)Cc3cn(C)c4ccccc34)ccc2O[C@H]1CN(C)Cc1ccccc1	-0.9	-3	51	-75
23	Cc1noc(C)c1S(=O)(=O)Nc1ccc2c(c1)C(=O)N([C@@H](C)CO)C[C@H](C)[C@H](CN(C)S(=O)(=O)c1ccccc1)O2	0.2	x	-137	7
24	COc1cccc(S(=O)(=O)N(C)C[C@H]2Oc3cc(C4=CCCCC4)ccc3S(=O)(=O)N([C@H](C)CO)C[C@H]2C)c1	0.4	x	x	4
25	Cc1cccc(S(=O)(=O)N2CC[C@@H]3[C@H]2c2cc(C#Cc4cccnc4)ccc2N[C@@H]3CO)c1	0.9	-2	61	-25
26	COc1cccc(CN2[C@@H]3CN(C(=O)C4CC4)c4ccccc4[C@@H]3[C@@H]2CO)c1	1.4	0	52	-19
27	CC(C)CC#Cc1ccc([C@H]2[C@@H](CO)N3CCCCN(C(=O)Nc4ccccc4)C[C@@H]23)cc1	-1.1	-13	106*	-4
28	C[C@@H]1CN([C@@H](C)CO)C(=O)c2cc(NS(=O)(=O)c3ccccc3)ccc2O[C@@H]1CN(C)S(=O)(=O)c1cn(C)cn1	-1.4	6	-24	6
29	Cn1cnc(S(=O)(=O)N2[C@@H]3CNC[C@H]2C3c2ccc(-c3ccccc3)cc2)c1 (stereo partly drawn)	12&-0.3	-4&-5	x	34&29
30	O=C(C[C@@H]1CC[C@@H](NS(=O)(=O)c2ccc(F)cc2)[C@H](CO)O1)NCc1ccc(Cl)c(Cl)c1	-1.6	x	-20	-17
31	CN(C)C(=O)c1ccc(-c2ccc([C@@H]3[C@@H](CO)N4CCCCN(Cc5ccncc5)C[C@H]34)cc2)cc1	1.7	-1	-20	-9
32	CO[C@@H]1CN(C)C(=O)c2cc(NS(=O)(=O)c3cccc(C)c3)ccc2OC[C@@H](C)NC[C@H]1C	0.5	x	-6	-43
33	COc1ccc(CN2CC3(C2)CN(Cc2ccc4c(c2)OCO4)[C@H](CO)c2[nH]c4cc(OC)ccc4c23)cc1	-1.5	0	x	-87*
34	CN1C(=O)c2cc(NC(=O)C3CCOCC3)ccc2OC[C@@H]2O[C@@H](CC(=O)NCC3CC3)CC[C@H]21	7.0	3	25	9
35	CO[C@H]1CN(C)C(=O)c2ccc(NS(C)(=O)=O)cc2OC[C@H](C)N(CC2CCCCC2)C[C@H]1C	0.2	x	6	-5
36	COCC#Cc1ccc([C@H]2[C@H]3CN(Cc4cccnc4)CCCCN3[C@H]2CO)cc1	0.4	x	48	-14
37	CCC(=O)N1C[C@@H](C)[C@H](OC)CN(C)C(=O)c2ccc(NC(=O)NC(C)C)cc2OC[C@@H]1C	0.1	x	28	13
38	CO[C@@H]1CN(C)C(=O)c2ccc(NC(=O)c3ccccc3)cc2OC[C@H](C)NC[C@@H]1C	-2.0	x	x	25
39	CN1c2ccc(Br)cc2[C@@H]2[C@@H](CCN2C(=O)c2ccc(F)cc2)[C@@H]1CO	0.6	35	74	28
40	Cc1cc(C(=O)Nc2cccc3c2O[C@H](CN(C)S(=O)(=O)c2cccs2)[C@@H](C)CN([C@H](C)CO)C3=O)n(C)n1	-0.2	x	-90	0

Single records, from the list above. Order of values: KDM4C inh | C diff growth | T cruzi growth | Pf Dd2 inh
Results for CN1c2ccc(Br)cc2[C@@H]2[C@@H](CCN2C(=O)c2ccc(F)cc2)[C@@H]1CO → 0.6 | 35 | 74 | 28
Results for COc1cccc(-c2ccc3c(c2)[C@H]2[C@H](CCN2C(=O)C2CCCC2)[C@@H](CO)N3)c1 → 2.0 | 3 | x | -83*
Results for C[C@@H]1CN([C@@H](C)CO)S(=O)(=O)c2ccc(-c3cccc(F)c3)cc2O[C@@H]1CN(C)CC1CC1 → 1.5 | -5 | -31 | -60
Results for Cc1noc(C)c1S(=O)(=O)Nc1ccc2c(c1)C(=O)N([C@@H](C)CO)C[C@H](C)[C@H](CN(C)S(=O)(=O)c1ccccc1)O2 → 0.2 | x | -137 | 7
Results for COc1ccc(CN2CC3(C2)CN(Cc2ccc4c(c2)OCO4)[C@H](CO)c2[nH]c4cc(OC)ccc4c23)cc1 → -1.5 | 0 | x | -87*

(continued)
#	SMILES	KDM4C inh	C diff growth	T cruzi growth	Pf Dd2 inh
41	C[C@H](CO)N1C[C@H](C)[C@@H](CN(C)C(=O)Nc2cccc3ccccc23)Oc2ccc(NC(=O)Cc3ccccc3)cc2CC1=O	-0.5	1	32	-47
42	N#C[C@@H]1[C@H](c2ccc(-c3ccccc3F)cc2)[C@@H](CO)N1C(=O)c1ccccn1	4.6	6	85	-3
43	C[C@H]1CN([C@@H](C)CO)S(=O)(=O)c2ccc(C3=CCCC3)cc2O[C@H]1CN(C)C(=O)C1CC1	2.4	x	22	-22
44	O=C(C1CCC1)N1CCCCN2[C@H](CO)[C@H](c3ccc(-c4cccc(F)c4)cc3)[C@@H]2C1	x	-17	100*	5
45	COCC(=O)N(C)C[C@H]1Oc2cc(C#CCC(C)C)ccc2S(=O)(=O)N([C@H](C)CO)C[C@H]1C	-0.1	1	57	-3
46	N#C[C@H]1[C@@H](c2ccc(-c3ccccc3F)cc2)[C@H](CO)N1C(=O)Cc1ccccc1	-0.9	12	76	-5
47	O=S(=O)(c1ccccc1)N1CCCCN2[C@H](CO)[C@@H](c3ccc(C#CC4CCCC4)cc3)[C@H]2C1	0.4	10	77	-13
48	C[C@H](CO)N1C[C@H](C)[C@@H](CN(C)C(=O)NC2CCCCC2)Oc2ccc(NC(=O)Cn3cnnn3)cc2CC1=O	-0.4	-2	2	6
49	O=C(C[C@@H]1C=C[C@H](NC(=O)Nc2ccccc2F)[C@H](CO)O1)NCc1ccccc1	-1.3	-3	x	18
50	Cn1cnc(S(=O)(=O)N2C[C@@H](O)COC[C@@H]3O[C@@H](CC(=O)NCc4cc(F)cc(F)c4)CC[C@H]32)c1	1.7	x	1	5
51	C[C@@H]1CN([C@@H](C)CO)C(=O)Cc2cc(NC(=O)CCC(F)(F)F)ccc2O[C@@H]1CN(C)C	1.7	1	x	10
52	CN1C[C@@H]2[C@H](c3ccccc31)[C@@H](CO)N2C(=O)Nc1ccccc1Cl	-0.3	8	-18	7
53	C[C@H]1CN([C@@H](C)CO)C(=O)Cc2cc(NS(=O)(=O)c3cn(C)cn3)ccc2O[C@H]1CN(C)C(=O)Nc1ccc(C(F)(F)F)cc1	0.3	7	10	37
54	Cc1noc(C)c1NC(=O)N(C)C[C@@H]1OCCCC[C@H](C)Oc2ccc(NC(=O)NC3CCCCC3)cc2C(=O)N([C@H](C)CO)C[C@@H]1C	0.5	2	23	10
55	COc1ccc2c3c([nH]c2c1)[C@H](CO)N(C(=O)C1CC1)CC31CCN(C(=O)NC(C)C)CC1	-0.1	-1	x	-1
56	COC(=O)C[C@@H]1CC[C@@H]2[C@@H](COc3ccc(NS(=O)(=O)c4cccc(F)c4)cc3C(=O)N2C)O1	2.1	1	19	19
57	COC(=O)C[C@@H]1CC[C@H]2[C@@H](COc3ccc(NC(=O)c4ccc(F)cc4)cc3C(=O)N2C)O1	-0.8	-1	-5	-13
58	C[C@@H]1CN([C@@H](C)CO)C(=O)c2cc(NC(=O)Nc3ccc(C(F)(F)F)cc3)ccc2O[C@@H](C)CCCCO[C@H]1CN(C)S(=O)(=O)c1ccc(F)cc1	1.8	x	89	-40
59	CC(C)NC(=O)NCC[C@@H]1CC[C@@H](NC(=O)Nc2ccccc2)[C@H](CO)O1	-0.2	x	22	3
60	Cc1ccc(S(=O)(=O)Nc2ccc3c(c2)C(=O)N([C@@H](C)CO)C[C@H](C)[C@@H](CN(C)S(=O)(=O)c2ccc(C)cc2)OCCCC[C@@H](C)O3)cc1	-0.5	x	102*	-44
61	CC=Cc1ccc2n(c1=O)C[C@@H]1[C@@H](CO)[C@H](C(=O)NC3CCC3)N(CCC(F)(F)F)[C@H]21 (mixture of isomers)	4.7	-2	x	27
62	CCCNC(=O)Nc1ccc2c(c1)C(=O)N(C)[C@H]1CC[C@H](CC(=O)Nc3cccc(C)c3)O[C@@H]1CO2	0.8	-4	36	-29
63	Cc1ccc(S(=O)(=O)Nc2ccc3c(c2)C(=O)N(C)[C@@H]2CC[C@H](CC(=O)NCCc4ccncc4)O[C@H]2CO3)cc1	0.9	5	-29	0
64	CN1c2ccc(Br)cc2[C@H]2[C@H](CCN2C(=O)Nc2ccccc2F)[C@H]1CO	-2.9	46	56	16
65	COCCNC(=O)C[C@H]1C[C@@H]2c3cc(NC(=O)CC4CC4)ccc3O[C@@H]2[C@@H](CO)O1	-2.3	-1	15	25
66	C[C@@H]1CCCCO[C@H](CN(C)C(=O)CCCN(C)C)[C@H](C)CN([C@@H](C)CO)C(=O)c2cc(NC(=O)c3ccccc3)ccc2O1	1.9	0	10	7
